TEAD-YAP inh: TEAD-YAP interaction inhibition | inhibition, % at 9.12 µM | actives 1.4% (n = 640,000) | AID 1259422 | HEK-TIYL cells, TEAD-Gal4/YAP UAS-luciferase luminescence; in the data active = inhibition above about 32%;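 note: 0% = median of test compound wells and 100% = reference inhibitor wells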
FBW7 act: human FBW7 E3 ligase activation, primary screen. AlphaScreen FBW7–phospho-cyclin E peptide binding, activator screen. normalized activity (activation), % at 26.1 µM. actives 0.13% (n = 650,000). AID 1259310; in the data active = normalized activity above about 1.9%;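 note: purified mutant Fbw7 with reduced substrate affinity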
GPR151 activ: activators of human GPR151. activation, % at 11.2 µM. Q8TDV0. actives 1% (n = 650,000). PathHunter beta-arrestin GPR151 cells, luminescence; in the data active = activation above about 4.9%;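 note: 0% = median of compound wells and 100% = cells with positive control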
Target sequence (Q8TDV0 whole entry, looked up): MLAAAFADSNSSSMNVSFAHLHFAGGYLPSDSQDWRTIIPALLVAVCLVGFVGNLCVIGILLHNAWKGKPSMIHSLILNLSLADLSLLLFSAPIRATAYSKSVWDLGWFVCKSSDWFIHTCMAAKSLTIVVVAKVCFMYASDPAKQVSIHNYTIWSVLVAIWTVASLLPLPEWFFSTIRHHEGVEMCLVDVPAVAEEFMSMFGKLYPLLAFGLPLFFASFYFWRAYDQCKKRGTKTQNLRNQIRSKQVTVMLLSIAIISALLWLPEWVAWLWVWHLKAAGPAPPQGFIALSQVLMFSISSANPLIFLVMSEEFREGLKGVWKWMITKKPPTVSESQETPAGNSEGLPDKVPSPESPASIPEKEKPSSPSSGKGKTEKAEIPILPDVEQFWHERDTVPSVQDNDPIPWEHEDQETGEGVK
MITF inh: human MITF inhibition, primary screen; O75030; AlphaScreen MITF homodimerization, bead proximity signal; inhibition, % at 2.6 µM; actives 0.91% (n = 650,000); AID 1259374; in the data active = inhibition above about 50%;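 note: 0% = vehicle wells with protein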
Target sequence (O75030 whole entry, looked up): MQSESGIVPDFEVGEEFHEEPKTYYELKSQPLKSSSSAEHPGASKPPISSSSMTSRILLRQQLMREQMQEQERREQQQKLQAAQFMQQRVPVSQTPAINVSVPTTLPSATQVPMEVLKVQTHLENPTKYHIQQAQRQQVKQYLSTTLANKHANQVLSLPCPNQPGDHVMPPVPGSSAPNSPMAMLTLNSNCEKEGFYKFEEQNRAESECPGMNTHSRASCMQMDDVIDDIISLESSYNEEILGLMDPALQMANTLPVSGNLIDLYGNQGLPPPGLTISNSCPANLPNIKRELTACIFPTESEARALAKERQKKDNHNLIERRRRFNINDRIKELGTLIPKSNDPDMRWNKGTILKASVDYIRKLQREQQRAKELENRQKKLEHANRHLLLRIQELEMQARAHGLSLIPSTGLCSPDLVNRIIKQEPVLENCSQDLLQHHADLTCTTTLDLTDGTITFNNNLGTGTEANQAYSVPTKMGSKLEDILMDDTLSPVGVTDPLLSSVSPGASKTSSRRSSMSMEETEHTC
* = called active by the depositor.

Start of the data: the first two compounds as a preview:
#	SMILES	TEAD-YAP inh	FBW7 act
1	CCOC(=O)c1sc2nc(SCc3ccc(C)cc3)n(Cc3cccs3)c(=O)c2c1C	-11	0.2
2	Cc1nc2sc(C(c3ccco3)N3CCCC(C)C3)c(O)n2n1 (stereo unspecified)	-3	-0.2

#	GPR151 activ	MITF inh
1	-0.1	0
2	0.8	-8

Main list, repeating the preview:
#	SMILES	TEAD-YAP inh	FBW7 act
1	CCOC(=O)c1sc2nc(SCc3ccc(C)cc3)n(Cc3cccs3)c(=O)c2c1C	-11	0.2
2	Cc1nc2sc(C(c3ccco3)N3CCCC(C)C3)c(O)n2n1 (stereo unspecified)	-3	-0.2
3	CCOC(=O)C(/C=C(\C#N)S(=O)(=O)c1ccc(Cl)cc1)C(C)=O (stereo unspecified)	5	0.1
4	CCCn1c(=S)[nH]c2cc(C(=O)N3CCC4(CC3)OCCO4)ccc2c1=O	-5	0.3
5	O=c1[nH]c(CSc2cccc[n+]2[O-])nc2ccsc12	-7	0.1
6	O=C(c1ccccc1)c1cc[n+](Cc2ccccn2)cc1	2	0.1
7	COc1ccc2c(c1)COC1(CCN(C(=O)Nc3cccc(F)c3)CC1)O2	-5	0.0
8	COC(=O)C1CCN(Cc2csc(-c3ccc(Cl)cc3)n2)CC1	-13	-0.1
9	COCCCNC(=S)N(Cc1cc2cc(C)ccc2n2nnnc12)C1CCCCC1	-1	0.1
10	CCOC(=O)C1=C(O)/C(=C\c2cc(C)n(-c3cccc(C)c3)c2C)N=C1C	3	-0.2
11	COc1cccc(C(=O)N2CCNCC2)c1OC	4	0.7
12	Cc1cc(C)nc(SCC(=O)Nc2ccccc2)n1	-6	0.1
13	O=C(c1csc2c1CCCC2)N1CCC(c2ccncc2)CC1	4	-0.2
14	CSc1ccccc1NC(=O)CSc1nc2ccccc2[nH]1	4	0.1
15	Cn1cnnc1SCC(=O)Nc1ccc(C#N)cc1	13	0.2

#	GPR151 activ	MITF inh
1	-0.1	0
2	0.8	-8
3	0.1	6
4	-1.4	23
5	-2.8	5
6	1.9	1
7	-0.3	-11
8	2.6	1
9	1.6	6
10	-1.4	7
11	-1.0	6
12	-1.5	9
13	-0.7	17
14	1.1	13
15	1.4	4

Next section
#	SMILES	TEAD-YAP inh	FBW7 act
16	CCN(CC)C(=O)Cn1cc(/C=C(\C#N)C(=O)NCC2CCCO2)c2ccccc21 (stereo unspecified)	-4	0.7
17	O=C(Nc1ccc([N+](=O)[O-])cc1)c1ccc2c(c1)C(=O)N(c1ccccc1)C2=O	8	-0.2
18	C=CCN1C(=O)/C(=C\c2coc3ccccc3c2=O)SC1=S	8	0.2
19	CC(C)Cn1c(N)c(C(=O)COC(=O)c2cccc(Br)c2)c(=O)n(C)c1=O	0	-0.1
20	CCC(=O)Nc1ccc(-c2nnc(SCC(=O)Nc3cccc([N+](=O)[O-])c3)n2C)cc1	-11	0.0
21	COCC(C)NC(=O)c1cn2cc(C)sc2n1 (stereo unspecified)	8	0.3
22	CCC1CCCCN1CCNS(=O)(=O)c1cc(Br)cc2c1N(C(C)=O)CC2 (stereo unspecified)	1	-0.1
23	O=Cc1cccc(OCc2ccc(C(=O)O)cc2)c1	-53	0.1
24	CC(=O)c1ccc(NC(=O)C2CC(=O)N(Cc3ccccc3)C2)cc1 (stereo unspecified)	-67	0.0
25	CC(=O)Nc1nc(C2CC2)cc(-c2ccco2)c1C#N	1	0.0
26	CC1(C)CC(=O)c2cc3c(N)c(C(=O)N(c4ccccc4)c4ccccc4)sc3nc2C1	-3	0.4
27	CCc1ccc(N(CC(=O)Nc2ccc(Cl)cc2)S(C)(=O)=O)cc1	-16	-0.1
28	Cc1ccc2nc(N3CCN(c4ccccn4)CC3)c3nnnn3c2c1	0	0.1
29	Cc1ccc(C(C)C(=O)N2CCC3(CC2)NC(=O)c2ccccc2O3)cc1 (stereo unspecified)	-7	0.2
30	COc1ccc(OCC(=O)N(c2ccc(OC)cc2)S(=O)(=O)c2ccc(Cl)cc2)cc1	1	-0.2

#	GPR151 activ	MITF inh
16	-1.5	14
17	0.8	3
18	0.6	16
19	0.0	-10
20	0.8	-24
21	1.0	17
22	-0.8	8
23	-13	-24
24	-0.6	11
25	2.5	7
26	-0.4	26
27	-0.7	8
28	-1.3	-11
29	-0.3	11
30	-0.2	8

An excerpt from above with just FBW7 act, MITF inh and GPR151 activ:
no. | canonical_smiles | FBW7 act | MITF inh | GPR151 activ
22 | CCC1CCCCN1CCNS(=O)(=O)c1cc(Br)cc2c1N(C(C)=O)CC2 (stereo unspecified) | -0.1 | 8 | -0.8
30 | COc1ccc(OCC(=O)N(c2ccc(OC)cc2)S(=O)(=O)c2ccc(Cl)cc2)cc1 | -0.2 | 8 | -0.2

Continuation:
#	SMILES	TEAD-YAP inh	FBW7 act
31	Cc1cccc(-c2ccc(NC(=O)C3CCN(CCCn4cccn4)CC3)cc2)c1	-5	-0.1
32	COc1ccccc1-n1nc(C(=O)N2CCN(c3ccccc3F)CC2)c2ccccc2c1=O	12	-0.1
33	O=C(O)c1nnn(Cc2ccccc2)c1C(=O)O	0	0.1
34	Cc1[nH]n2c(=O)c3c(nc2c1C#N)CCC3	4	0.1
35	O=C(Nc1ccc(F)cc1F)c1cc2nc(-c3ccc(Br)cc3)cc(C(F)(F)F)n2n1	5	-0.1
36	CN=C(Cc1ccccc1)C1=C(O)CC(C)(C)CC1=O	8	0.1
37	CCOc1ccc(-n2c(SCC(=O)N3CCCCC3CC)nc3n[nH]c(C)c3c2=N)cc1 (stereo unspecified)	6	0.1
38	O=C(COc1ccc(Br)cc1)N1CCN(c2ccccc2)CC1	0	0.7
39	CCOc1ccccc1-n1c(=S)sc2c(=O)n(-c3ccccc3F)c(SCC(=O)NCc3ccco3)nc21	-1	0.1
40	CC(C)N(C)C(=O)c1ccc(OC2CCN(CCc3ccccc3)CC2)cc1	-8	-0.1
41	O=C(CN(c1ccc(Cl)cc1Cl)S(=O)(=O)c1ccccc1)NCCOc1ccccc1	15	0.2
42	COc1ccc(Cl)cc1NC(=O)c1c(NCc2ccc(OC)c(OC)c2)sc2c1CCC2	4	-0.2
43	O=C(Nc1ccc2c(c1)OCO2)N(Cc1ccsc1)C1CC1	-54	0.6
44	CCOC(=O)C1=CN(C)C=C(C(=O)OCC)C1c1ccc(OC)c(O)c1	-6	-0.1
45	CCOc1ccc(-c2nnc(N(C)C(C)=O)s2)cc1	-9	-0.1

#	GPR151 activ	MITF inh
31	-1.0	-4
32	-0.2	4
33	0.6	-11
34	-2.1	11
35	-1.4	11
36	0.6	5
37	2.0	5
38	-0.9	14
39	-0.6	19
40	-1.6	-3
41	1.7	4
42	0.5	-6
43	-1.0	10
44	2.0	-1
45	0.1	4

The list goes on.
#	SMILES	TEAD-YAP inh	FBW7 act
46	COCCNc1ccc2ncc(-c3ccc(O)c(OC)c3)n2n1	55*	-0.5
47	C#CCOC(=O)CCCC(=O)Nc1ccc(Cl)cc1	4	0.0
48	O=C(Nc1cccc2nsnc12)c1sc2ccccc2c1Cl	11	0.2
49	CCC(COC)NC(=O)CN1Cc2cc(OC)ccc2OC(CC)C1 (stereo unspecified)	3	0.0
50	NS(=O)(=O)c1ccc(NC(=O)CSc2ncn[nH]2)cc1	23	0.0
51	CS(=O)(=O)N1CCc2cc(NC3CCN(Cc4ccccc4)CC3)ccc21	11	0.9
52	O=C1[C@@H]2C[C@H](NCc3sc4ccccc4c3Cl)CN2C(=O)[C@@H]2CCCN12	39*	0.0
53	Cc1ccc(CS(=O)(=O)CCC(=O)NC(C)c2ccccc2)cc1 (stereo unspecified)	10	-0.1
54	Cc1ccccc1OCC(=O)NCc1ccccc1	-17	0.0
55	COc1ccc(C(=S)NCc2ccc3c(c2)OCO3)cc1OC	-3	0.1
56	CCn1c(-c2cc3c(C(F)(F)F)nn(C)c3s2)n[nH]c1=S	2	0.0
57	CCOc1ccccc1C1Nc2ccccc2NC2=C1C(=O)CC(c1cccs1)C2 (stereo unspecified)	7	0.4
58	CN(CC(=O)N1CCCCCC1)S(=O)(=O)c1ccc2c(c1)n(C)c(=O)c(=O)n2C	0	0.0
59	O=C(CC1C(=O)N(c2cccc(F)c2)C(=O)N1C1CCCC1)Nc1cccc(F)c1 (stereo unspecified)	1	0.0
60	CC[C@H](Cn1nc(-c2cccs2)ccc1=O)NC(=O)CCn1nnc2ccccc21	-4	0.0

#	GPR151 activ	MITF inh
46	1.4	-2
47	-0.5	-6
48	-0.5	17
49	0.2	-5
50	-0.5	-7
51	-1.9	18
52	-1.9	2
53	0.1	5
54	1.1	-3
55	0.4	11
56	1.3	9
57	1.0	5
58	0.2	-1
59	-0.6	-13
60	-0.5	5

Next section
#	SMILES	TEAD-YAP inh	FBW7 act
61	COc1ccc(CSc2n[nH]c(C)n2)cc1Br	34*	0.2
62	O=C(O)CN1C(=O)/C(=C\c2ccc3ccccc3c2)SC1=S	1	-0.1
63	COc1ccc(-n2c(N)c(C#N)c3nc4ccccc4nc32)cc1	4	-0.1
64	O=C(O)CSc1nccn1-c1cccc(F)c1	-6	-0.1
65	Cc1cc([N+](=O)[O-])ccc1-c1ccc(/C=C2/NC(=O)N(Cc3ccc(Cl)cc3)C2=O)o1	-5	-0.1
66	O=C(c1nn2c(c1Cl)NC(c1ccc(F)cc1)CC2C(F)(F)F)N1CCCCC1 (stereo unspecified)	9	0.2
67	Cc1cccc(OCC(=O)Nc2ccc(C)cc2Br)c1	-32	0.1
68	COc1ccc(S(=O)(=O)Nc2ccc(S(=O)(=O)NC(C)(C)C)cc2)cc1	6	0.2
69	COc1cc(OC)cc(-n2nc(C(=O)Nc3cccc(C(F)(F)F)c3)c3ccccc3c2=O)c1	-5	0.0
70	O=C1CCCc2oc3c(Br)cc(NS(=O)(=O)c4cccc([N+](=O)[O-])c4)cc3c21	4	0.2
71	COc1ccc(CC(=O)N2CCC3(CC2)CC(=O)c2ccccc2O3)cc1	-8	-0.3
72	Cc1ccc(Cl)cc1NC(=O)CN(c1cccc(C)c1C)S(=O)(=O)c1ccccc1	-1	0.0
73	C=CCOC(=O)c1ccccc1C(=O)n1nnc2ccccc21	4	-0.2
74	COc1cccc(CNC(=O)c2cn3ccc(-c4ccncc4)cc3n2)c1	-12	-0.4
75	CCc1nc(SCc2ccc(OC)cc2)n[nH]1	-29	-0.1

#	GPR151 activ	MITF inh
61	-0.8	5
62	0.3	11
63	-1.1	-9
64	0.2	2
65	-0.1	-2
66	1.1	16
67	-0.7	-11
68	-1.4	16
69	-0.7	22
70	1.8	6
71	0.8	-12
72	-0.5	7
73	0.0	7
74	-0.2	-4
75	-0.7	-7

(continued)
#	SMILES	TEAD-YAP inh	FBW7 act
76	CN(C(=O)c1coc(=O)c2ccccc12)c1cccc(Cl)c1	11	0.2
77	COc1ccccc1CC(=O)N1CC(=O)N(CCc2ccccc2)C(=O)C1	1	-0.1
78	Cc1ccc(NC(=O)C23CCC(C)(C(=O)C2)C3(C)C)cc1C (stereo unspecified)	5	-0.1
79	CCOC(=O)C1CCCN(C(=O)c2c(-c3ccccc3)noc2C)C1 (stereo unspecified)	0	0.1
80	O=C(CC1(c2ccccc2)CC(=O)N(CC2CCCCC2)C1=O)N1CCOCC1 (stereo unspecified)	7	0.0
81	O=C(NCCOc1ccccc1)c1ccccc1I	-34	-0.1
82	Cn1c(-c2ccc3c(c2)OCO3)cnc1NCc1ccccc1Cl	-56	-0.2
83	CC1(C)CC(=O)C2=C(C1)N(Cc1ccccc1)C(=O)C2(O)C(F)(F)F (stereo unspecified)	0	0.1
84	O=C(O)c1ccc(-c2cnc3ccccc3n2)cc1	16	-0.1
85	CCc1nnc2n1N=C(c1ccc(Cl)c(Cl)c1)CS2	-2	0.1
86	COc1ccc2nc3sc(C(=O)N4CCOCC4)cc3cc2c1	-58	0.1
87	O=C(CNC(=S)N(Cc1ccccc1F)C1CCCCC1)NCc1cccs1	5	0.0
88	CN(Cc1cn(C)nc1-c1cccc(Cl)c1)C1CCOCC1	-10	0.2
89	O=C1N[C@@H](Cc2ccc(Cl)cc2)C(=O)N2C[C@@H](NCc3ccsc3)C[C@@H]12	2	0.5
90	c1cc(CNC2=NCCCCC2)ccn1	-1	-0.1

#	GPR151 activ	MITF inh
76	1.3	4
77	-0.6	-3
78	-0.7	-15
79	-0.6	1
80	0.0	7
81	1.0	-2
82	0.8	30
83	3.0	-22
84	-8.6	2
85	0.7	-1
86	-1.2	0
87	-1.5	5
88	-0.5	7
89	1.5	4
90	0.7	-3

Additional records
#	SMILES	TEAD-YAP inh	FBW7 act
91	O=c1c2cc(F)ccc2[nH]c(=S)n1Cc1cccs1	-13	-0.1
92	CCOc1cccc(N2C(=O)NC(=O)/C(=C\c3ccc(OCC)c(Cl)c3)C2=O)c1	5	0.0
93	Cc1ccc2nc(C)nc(-c3ccccc3)c2c1	-6	-0.1
94	Cc1ccc(-n2c(=S)sc3c(=O)n(-c4ccccc4)c(SCC(=O)Nc4ccc(N(C)C)cc4)nc32)cc1C	-3	-0.1
95	CCOC(=O)CSC1=C(C#N)C(c2ccc(C)cc2)C(C(=O)OC)C(=O)N1 (stereo unspecified)	11	-0.1
96	COC1(c2ccccc2)NC(=S)NN=C1c1ccccc1 (stereo unspecified)	3	-0.1

#	GPR151 activ	MITF inh
91	4.2	-13
92	-0.8	12
93	0.4	3
94	-0.6	23
95	0.9	10
96	0.1	4

High-throughput results: PubChem, The Scripps Research Institute Molecular Screening Center
